Bioassay records: PubChem, Sanford-Burnham Center for Chemical Genomics
Hsp70 displacement: small molecules displacing fluorescent ligand from Hsp70 – biochemical, fluorescence polarization, primary screen (AID 583) | Hsp70 fluorescence polarization probe displacement, mP; higher % means a stronger effect | displacement, % at 20 µM, or IC50 in µM where a hit was titrated | 0.06% of 140,000 active; in the data active = displacement above about 50%;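 also: plate controls were vehicle for no effect and reference ligand for full effect; a part of the inactive calls stands beside numbers as strong as those of hits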
MKP-3 inhibition: inhibition of rat DUSP6 enzyme activity – biochemical, in vitro, primary screen (AID 425); recombinant MKP-3 phosphatase activity, fluorescence; higher % means a stronger effect; one-dose inhibition, % at 20 µM; IC50 in µM for titrated hits; 0.17% of 110,000 active; in the data active = inhibition above about 50%;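 also: plate controls were vehicle for no effect and reference inhibitor for full effect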
* hit, by the source's call; / = no result given; & = joins results of further samples.

mol | Hsp70 displacement | MKP-3 inhibition
c1ccc2c(Oc3ccc4c(c3)OCO4)nncc2c1 | -0.9% | -5%
Cn1nc(CC(=O)NCc2cccc3ccccc23)c2ccccc2c1=O | -2.1% | /
CCOC(=O)c1ccc(NS(=O)(=O)c2ccc3c(c2)CCCN3C(C)=O)cc1 | -3.2% | 0%
COc1ccc2c(Cl)c(C(=O)N3CCN(CCN4C(=O)c5cccc6cccc(c56)C4=O)CC3)sc2c1 | 4.4% | -2%
Cc1ccccc1OCCn1cnc2c(N)ncnc21 | -6.0% | /
COc1ccc(CCNC(=O)c2c(Cl)ccc(Cl)c2OC)cc1OC | -1.9% | 2%
CCCNC(=O)N1CCN(S(=O)(=O)c2ccc(C)cc2)CC1 | -0.9% | /
O=[N+]([O-])c1ccc(Sc2nnnn2-c2ccccc2)nc1 | -3.7% | 5%
CC(C)(C)NC(=S)Nc1ccccc1 | 0.3% | 2%
CCCCn1c(C(C)NC(=O)CC)nc2ccccc21 (stereo not given) | 5.9% | 1%
O=S(=O)(c1ccccc1)N1CCN(c2nnnn2-c2ccccc2)CC1 | -1.4% | 2%
COc1ccc(S(=O)(=O)Nc2cc(C)on2)cc1OC | 3.8% | 0%
CC(=O)Nc1ccc(N2C(=O)c3cccc4c(C(=O)c5ccccc5)ccc(c34)C2=O)cc1 | 0.3% | 0%
Cc1ccc(C(OC(=O)c2ccco2)C(=O)NC2CCCCC2)cc1 (stereo not given) | -2.2% | /
CC(C)Sc1nnc([C@H](Cc2c[nH]c3ccccc23)NC(=O)OC(C)(C)C)o1 | 4.0% | /
COc1cccc(NC(=O)CN(C)S(=O)(=O)c2ccc(C)cc2)c1 | -2.8% | -4%
CP(=O)(c1ccc(C(N)=O)cc1)c1ccc(C(N)=O)cc1 | -2.1% | 1%
CC(C)(C)c1ccc(OCC(=O)Nc2cccc([N+](=O)[O-])c2)cc1 | -5.2% | 6%
CN(C)c1ccc(C(=O)C(O)c2ccc(C(C)(C)C)cc2)cc1 (stereo not given) | 4.8%&2.8% | -9%&0%
CN(c1ccccc1)S(=O)(=O)c1ccc(F)cc1 | 3.3% | 0%
COc1ccccc1N1CCN(C(=O)c2ccoc2C)CC1 | 2.7% | 4%
O=c1cc(N2CCN(c3ccccc3)CC2)[nH]c(=O)n1-c1ccccc1Cl | -7.6% | -4%
CCOC(=O)C1=C(C)NC(C)=C(C(=O)OC)C1c1ccc(C)cc1 (stereo not given) | -2.4% | 2%
COc1ccc(OC)c(NC(=O)C(C)Oc2ccc(Cl)cc2Cl)c1 (stereo not given) | -0.7% | 4%
C1=C(c2cccc3ccccc23)N2CCN=C2S1 | 2.5% | 5%
COC(=O)C1=C(C)NC(=S)NC1c1ccc(OCC(=O)N2CCCCC2)c(OC)c1 (stereo not given) | -4.7% | 1%
CCc1cc2c(cc1C(=O)c1ccccc1)OCCO2 | 3.8% | 3%
Fc1ccc(NCc2cccnc2)cc1 | -4.7% | -1%
COC(=O)C1=C(C(C)=O)C(c2ccc(C(=O)OC)cc2)n2nnnc2N1 (stereo not given) | / | 5%
Cc1ccc2c(c1)N(CC(=O)NC1CCCc3ccccc31)C(=O)CO2 (stereo not given) | -2.1% | -11%
CCOc1ccc(OCC)c(NS(=O)(=O)c2ccc3c(c2)n(C)c(=O)c(=O)n3C)c1 | 1.0% | -6%
O=C(Nc1ccc(Cl)cn1)c1cc(S(=O)(=O)N2CCCCC2)ccc1Cl | -0.6% | 2%
CCN(CC)c1ccc(CN(C(=O)c2cc(OC)c(OC)c(OC)c2)C2CCS(=O)(=O)C2)cc1 (stereo not given) | 6.7% | 4%
CC(C)NCC(O)COc1ccc(CCOCC2CC2)cc1 (stereo not given) | 1.1% | -2%
O=C(Nc1ccc(Cl)cc1)c1ccc(N2CCCCCC2)c([N+](=O)[O-])c1 | 4.4% | 2%
COC(=O)C1=C(C)N=c2s/c(=C\c3ccccc3F)c(=O)n2C1c1ccc(OC)cc1 (stereo not given) | -12% | -1%

6 compounds from above, arranged by the number in Hsp70 displacement, rising.
mol | Hsp70 displacement | MKP-3 inhibition
COC(=O)C1=C(C)NC(=S)NC1c1ccc(OCC(=O)N2CCCCC2)c(OC)c1 (stereo not given) | -4.7% | 1%
Cc1ccc2c(c1)N(CC(=O)NC1CCCc3ccccc31)C(=O)CO2 (stereo not given) | -2.1% | -11%
CCOc1ccc(OCC)c(NS(=O)(=O)c2ccc3c(c2)n(C)c(=O)c(=O)n3C)c1 | 1.0% | -6%
CC(C)NCC(O)COc1ccc(CCOCC2CC2)cc1 (stereo not given) | 1.1% | -2%
CCc1cc2c(cc1C(=O)c1ccccc1)OCCO2 | 3.8% | 3%
O=C(Nc1ccc(Cl)cc1)c1ccc(N2CCCCCC2)c([N+](=O)[O-])c1 | 4.4% | 2%

The listing continues.
mol | Hsp70 displacement | MKP-3 inhibition
C(=NN1CCN(c2ccccn2)CC1)c1cccc(OCc2ccccc2)c1 | -0.9% | 4%
CS(=O)(=O)N(CC(=O)Nc1ccc2c(c1)OCO2)c1ccccc1 | 1.7% | 0%
Cc1n(CCCCS(=O)(=O)[O-])c2cc(Cl)c(Cl)cc2[n+]1C | 5.0% | -1%
CCOc1ccc(Cc2nc(C)c(CC(=O)N3CCOCC3)c(=O)[nH]2)cc1 | 1.3% | -2%
O=C(c1cccs1)N1CCc2ccccc21 | 3.4% | -10%
CCOC(=O)c1ccccc1NC(=O)C(CC)c1ccccc1 (stereo not given) | -0.8% | 0%
COc1cccc2cc(C(=O)NCc3ccco3)c(=Nc3ccc(C(=O)O)cc3)oc12 | 2.7% | /
CC1(C)Cc2c(cnn2-c2ccccc2)C(=O)/C1=N\NC(=O)c1ccccc1O | 4.0% | /
O=C(COc1ccc([N+](=O)[O-])cc1)Nc1ccc(-c2nc3ccccc3o2)cc1 | -10% | 15%
CCOC(=O)c1c(NC(=O)c2ccc(Cl)cc2Cl)sc(C(N)=O)c1C | -3.7% | 5%
O=C(NCc1ccco1)C(c1ccco1)N(CCc1ccccc1)C(=O)Cn1nnc2ccccc21 (stereo not given) | 0.4% | -4%
CCCS(=O)(=O)N1CCN(C(=O)COc2ccccc2)CC1 | -3.8% | /
COc1ccc(-n2ncc3c(SCC(=O)N4CCN(c5ccccc5OC)CC4)ncnc32)cc1 | 1.7% | /
CC(=O)Nc1ccc(S(=O)(=O)NCc2ccc(C(=O)NC(C)c3ccccc3)cc2)cc1 (stereo not given) | 7.0% | /
Cc1c(-c2ccccc2)oc2nc3c(c(=O)n(C)c(=O)n3C)n12 | -0.8% | 4%
Cc1cc2oc(=O)cc(CN3CCN(Cc4ccc5c(c4)OCO5)CC3)c2cc1C | -0.7% | -6%
CSc1nc(C)cc(-n2ccc(=O)[nH]c2=O)n1 | 2.2%&-3.8% | -2%&1%
Oc1ccc(-c2csc(-c3ccccc3)n2)cc1O | -0.1% | /
Cc1onc(-c2ccccc2)c1C(=O)Nc1sc2c(c1C#N)CCC(C)C2 (stereo not given) | / | -2%
COc1ccc(-c2nnn(CC#N)n2)cc1OC | -2.4% | /
Cc1ccc(Cc2nc(-c3cccc(C)c3)no2)cc1 | 0.6% | -10%
COC(=O)c1ccccc1NC(=O)/C=N/O | 5.6% | /
COc1cc(OC)c2c(C)c(Cl)c(=O)oc2c1 | -0.2% | -7%
CCC(C)Oc1nc2ccccc2nc1NS(=O)(=O)c1ccccc1 (stereo not given) | -0.5%&-1.5% | 2%
CC(C)CCN1CC(C(=O)NCCC2=CCCCC2)CC1=O (stereo not given) | 0.8% | 5%
Cc1ccc(C2CC(=O)NC(SCCC(C)C)=C2C#N)cc1 (stereo not given) | -1.8% | 6%
Cc1ccc(/C(O)=C2\C(=O)C(=O)N(c3cc(C)on3)C2c2cccc(Br)c2)cc1 (stereo not given) | -3.7% | -12%
CCCCOC(=O)c1ccc(NC(=S)NC(=O)c2cccs2)cc1 | 1.9% | 0%
COc1cc2c(cc1OC)C(C(=O)NCc1ccco1)C(c1cccs1)N(C)C2=O (stereo not given) | 0.8% | 0%
Cc1ccc(C(C)C)c(OCC(=O)N2CCN(c3ccc([N+](=O)[O-])cc3Cl)CC2)c1 | -1.1% | 4%
Cc1cc(C)n(-c2c(F)c(F)c(CO)c(F)c2F)n1 | 1.5% | /
CC(C)N(Cc1nc(-c2ccccc2)no1)C(=O)CSc1ccccc1 | 6.8% | 0%
O=C(CCNc1ccc(F)cc1)c1cccs1 | 4.0% | -1%
COc1cccc(-n2nc(-c3ccnn3-c3ccc(C)cc3)c(=O)n(C)c2=O)c1 | -3.6% | /
COc1ccc(OCCC(=O)Nc2cc(C)on2)cc1 | 0.6% | -12%
CCCOc1ccc(/C(O)=C2/C(=O)C(=O)N(CCN(C)C)C2c2ccncc2)cc1 (stereo not given) | 0.1% | -5%
CCOC(=O)Nc1n[nH]c(NC(=O)OCC)c1[N+](=O)[O-] | -2.5% | -4%
COc1ccc(-c2coc3c(CN4CCCCC4)c(O)c(CN4CCCCC4)c(O)c3c2=O)cc1 | -2.3% | 1%
O=S(=O)(c1cccc(-c2cn3cccnc3n2)c1)N1CCCCCC1 | -8.3% | -14%
COC(=O)c1ccc(CSc2nc3c(cnn3-c3ccc(C)c(C)c3)c(=O)[nH]2)o1 | 1.4% | -4%
CCc1cc(-c2n[nH]c(C)c2-c2nc3ccccc3n2C)c(O)c(CN2CCN(C)CC2)c1O | -0.8% | -9%
Cc1ccc(/C=C(\C#N)c2nc3ccccc3s2)cc1 | -4.4% | -3%
CCCOc1ccc(N2C(=O)CC(N3CCC(O)(c4cccc(C(F)(F)F)c4)CC3)C2=O)cc1 (stereo not given) | -2.0% | 4%
CN1CCC(N(C)C(=O)c2ccccc2Nc2ccc(SC(F)F)cc2)CC1 | -0.1% | -3%
CCOC(=O)Cc1nnc(Nc2ccc(OC)cc2)c2ccccc12 | -5.3% | 2%
CCOC(=O)C1CCN(CC(=O)c2c(C)[nH]c3ccccc23)CC1 | 0.4% | -15%
C=CCn1c(=O)c2c(C)c(C)sc2n2c(Nc3ccccc3)nnc12 | 2.8% | -7%
C=CCn1c(O)c(N=NC(=S)Nc2ccc(OC)cc2)c2ccccc21 | 3.8% | /

Look-ups from the list.
MKP-3 inhibition, `CSc1nc(C)cc(-n2ccc(=O)[nH]c2=O)n1` stands at -2%&1%
Hsp70 displacement, `CCOC(=O)c1ccc(NS(=O)(=O)c2ccc3c(c2)CCCN3C(C)=O)cc1` stands at -3.2%
MKP-3 inhibition, `COc1ccc(-c2coc3c(CN4CCCCC4)c(O)c(CN4CCCCC4)c(O)c3c2=O)cc1` stands at 1%
MKP-3 inhibition, `Cc1onc(-c2ccccc2)c1C(=O)Nc1sc2c(c1C#N)CCC(C)C2` (stereo not given) stands at -2%
Hsp70 displacement, `COc1ccc2c(Cl)c(C(=O)N3CCN(CCN4C(=O)c5cccc6cccc(c56)C4=O)CC3)sc2c1` stands at 4.4%
Hsp70 displacement, `COc1ccc(S(=O)(=O)Nc2cc(C)on2)cc1OC` stands at 3.8%

(listing goes on)
mol | Hsp70 displacement | MKP-3 inhibition
CCCCSc1nc2ccc(Nc3nc(N4CCOCC4)nc(N4CCOCC4)n3)cc2s1 | -0.5% | /
CC1(C(=O)CSc2n[nH]c(-c3ccccc3Cl)n2)CCC(=O)O1 (stereo not given) | -3.3% | -5%
Cc1cc2nc(C)c(Cc3ccccc3)c(=O)n2[nH]1 | -2.4% | -10%
CCC(C)n1c(SCC(=O)NC(=O)Nc2ccc3c(c2)OCCO3)nc2ccccc2c1=O (stereo not given) | -4.0% | 6%
NC(=O)N=Nc1c(O)n(Cc2ccccc2)c2ccc(Br)cc12 | 1.2% | 0%
CCOC(=O)c1ccc(NC(=O)CSc2nnc(-c3ccncc3)n2C)cc1 | 6.0% | -22%
O=C(NCc1ccco1)C1CCN(C(=O)c2cc3sccc3n2Cc2ccc(F)cc2)CC1 | -4.5% | 2%
Cc1nn(S(=O)(=O)N(C)C)c(C)c1CN1C(=O)c2ccccc2C1=O | -2.7% | -2%
Cc1ccnc(NS(=O)(=O)c2ccc(N)cc2)n1 | -1.3% | /
COc1ccc(-c2cc(NCCc3ccncc3)n3ncnc3n2)cc1 | -4.9% | -5%
COc1ccc(OCCSc2nnc(-c3ccoc3C)n2C)cc1 | -0.9% | -4%
CCCN1C2=NCCCN2c2ccccc21 | -3.4% | /

Structures shown so far with two or more sulfur atoms (two):
mol | Hsp70 displacement | MKP-3 inhibition
CCCCOC(=O)c1ccc(NC(=S)NC(=O)c2cccs2)cc1 | 1.9% | 0%
CCCCSc1nc2ccc(Nc3nc(N4CCOCC4)nc(N4CCOCC4)n3)cc2s1 | -0.5% | /

Next structures follow.
mol | Hsp70 displacement | MKP-3 inhibition
N#Cc1cccc(NC(=O)/C=C/C(=O)O)c1 | -0.2% | -6%
O=C(O)COc1ccc(N2C(=O)c3ccc([N+](=O)[O-])cc3C2=O)cc1 | -0.8% | 4%
CCOC(=O)CNC(=O)c1ccc(C)cc1 | 3.9% | /
COC(=O)/C(O)=C/C(=O)c1cccs1 | -2.6% | 2%
O=C(NCc1ccccn1)c1cc(-n2cnnc2)ccc1Cl | -4.9% | -1%
O=c1oc2c(CN3CCCCC3)c(O)ccc2c2c1CCCCC2 | -3.5% | -3%
NC(=O)/C(=C\c1ccc(Cl)cc1)NC(=O)c1ccco1 | 1.3% | 4%
COc1c(F)c(F)c(C(=O)Nc2ccc(NC(=O)c3ccco3)cc2)c(F)c1F | -2.2% | -9%
CC(=O)Nc1cc([N+](=O)[O-])c(N(C)S(=O)(=O)c2ccccc2)c2ccccc12 | 6.0% | 1%
Cc1ccccc1-n1c(Cn2c(=O)sc3ccccc32)nnc1SCC(=O)N1CCCC1 | / | 2%
Cc1ccc(COc2ccc(/C=N/NC(=O)CN3CCCCC3)cc2)cc1 | 3.4% | 0%
Cc1ccc(CNc2ncnc3cc(Cl)ccc23)o1 | -1.6% | /
CC1(c2ccccc2)CC(C)(C)N(C(N)=O)c2ccccc21 (stereo not given) | 5.2% | 0%

An excerpt; rates above refer to the full screens.
